Bioassay records from PubChem.
TEAD-YAP block = TEAD-YAP interaction inhibition, primary screen, TEAD-YAP interaction inhibitor project, luminescence, HEK-TIYL cells; TEAD-Gal4/YAP UAS-luciferase luminescence; inhibition, % at 9.12 µM; 640,000 tested, 1.4% active; AID 1259422, 2018; in the data active = inhibition above about 32%;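 also: 0% = median of test compound wells and 100% = reference inhibitor wells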
GPR151 ag = activators of human GPR151, primary screen, cell-based, PathHunter beta-arrestin, luminescence; activation, % at 11.2 µM; PathHunter beta-arrestin GPR151 cells; 650,000 tested, 1% active; in the data active = activation above about 4.9%;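 also: 0% = median of compound wells and 100% = cells with positive control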
Target sequence (Q8TDV0 whole entry, looked up): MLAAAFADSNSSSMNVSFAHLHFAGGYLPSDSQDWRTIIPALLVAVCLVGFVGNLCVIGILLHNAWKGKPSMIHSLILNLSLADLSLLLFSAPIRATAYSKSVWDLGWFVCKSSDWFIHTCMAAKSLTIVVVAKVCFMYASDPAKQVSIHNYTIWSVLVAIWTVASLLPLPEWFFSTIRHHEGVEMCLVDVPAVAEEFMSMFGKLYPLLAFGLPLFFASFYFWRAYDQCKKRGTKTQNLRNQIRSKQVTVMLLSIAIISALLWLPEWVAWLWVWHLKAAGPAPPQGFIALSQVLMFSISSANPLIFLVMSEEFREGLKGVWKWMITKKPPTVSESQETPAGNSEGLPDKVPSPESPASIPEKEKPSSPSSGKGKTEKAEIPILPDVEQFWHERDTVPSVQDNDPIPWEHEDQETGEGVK
MITF inh = MITF inhibitors, primary screen, biochemical, AlphaScreen, human; Microphthalmia-associated transcription factor (Homo sapiens), O75030; AlphaScreen MITF homodimerization, bead proximity signal; AID 1259374, 2018; 650,000 tested, 0.91% active; inhibition, % at 2.6 µM; in the data active = inhibition above about 50%;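 also: 0% = vehicle wells with protein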
Target sequence (O75030 whole entry, looked up): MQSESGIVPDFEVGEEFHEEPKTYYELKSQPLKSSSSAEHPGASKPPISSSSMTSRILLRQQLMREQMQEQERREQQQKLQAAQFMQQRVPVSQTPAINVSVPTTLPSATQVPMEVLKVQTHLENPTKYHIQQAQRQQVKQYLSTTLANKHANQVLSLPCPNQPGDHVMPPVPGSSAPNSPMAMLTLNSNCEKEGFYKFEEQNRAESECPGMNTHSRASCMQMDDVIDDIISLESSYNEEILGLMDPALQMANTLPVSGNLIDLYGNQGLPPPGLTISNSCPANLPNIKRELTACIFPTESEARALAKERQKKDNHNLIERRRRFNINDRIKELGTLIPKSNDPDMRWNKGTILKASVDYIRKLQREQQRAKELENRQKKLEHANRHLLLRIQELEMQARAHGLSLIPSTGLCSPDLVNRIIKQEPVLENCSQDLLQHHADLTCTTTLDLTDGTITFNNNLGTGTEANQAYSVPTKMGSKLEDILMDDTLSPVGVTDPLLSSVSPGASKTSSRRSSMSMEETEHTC
FBW7 act = FBW7 E3 ligase activators, primary screen, biochemical, AlphaScreen, human. AlphaScreen FBW7–phospho-cyclin E peptide binding, activator screen. 650,000 tested, 0.13% active. normalized activity (activation), % at 26.1 µM; in the data active = normalized activity above about 1.9%;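 also: purified mutant Fbw7 with reduced substrate affinity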
* = called active by the depositor; & = joins results of further samples. Compounds were not picked by outcome; overall some 3.5% were active at least once.

Start of the data: the first two records as a preview:
No.	SMILES	TEAD-YAP block	GPR151 ag
1	Cc1cc(C)nc(N/N=C/C2=C(N3CCOCC3)C(=C\c3ccccc3)/CC2)n1	6	-1.3
2	N/C(=N\OC(=O)COc1cc(Cl)c(Cl)cc1Cl)c1ccncc1	-16	2.0

No.	MITF inh	FBW7 act
1	3	-0.1
2	8	0.1

The whole of this part (from the top)
No.	SMILES	TEAD-YAP block	GPR151 ag
1	Cc1cc(C)nc(N/N=C/C2=C(N3CCOCC3)C(=C\c3ccccc3)/CC2)n1	6	-1.3
2	N/C(=N\OC(=O)COc1cc(Cl)c(Cl)cc1Cl)c1ccncc1	-16	2.0
3	Cc1nn(Cc2ccc(F)cc2Cl)c(C)c1[N+](=O)[O-]	5	0.7
4	N/C(=N\N=C\c1ccccc1)c1nonc1N	-84	-5.0
5	COC(=O)c1ccc(SCC(=O)N2CCC3(CC2)OCCO3)c([N+](=O)[O-])c1	1	0.6
6	Cc1ccc2nc(SCC(=O)N3c4ccccc4Sc4ccccc43)[nH]c2c1	-6	0.3
7	C/C(=N/Nc1ccc([N+](=O)[O-])cc1[N+](=O)[O-])c1c(O)cc(C)oc1=O	7	0.0
8	O=c1c2ccccc2nc(SCc2cccc(Cl)c2)n1Cc1ccc2c(c1)OCO2	10	1.8

No.	MITF inh	FBW7 act
1	3	-0.1
2	8	0.1
3	8	0.2
4	-8	-0.2
5	10	-0.1
6	-11	-0.1
7	-2	-0.1
8	15	0.8

(list continues)
No.	SMILES	TEAD-YAP block	GPR151 ag
9	CCCCOc1ccc(C2NC(=S)NC(C)=C2C(=O)OCCOC)cc1 (stereo not drawn)	0	0.1
10	CCCC(=O)Nc1ccccc1NC(=O)CN(C)S(=O)(=O)c1ccc2ccccc2c1	-11	1.8
11	O=S(=O)(c1ccccc1)c1nc(Cc2ccccc2)oc1N1CCCCC1	0	-0.7
12	Cc1nnc(NC(=O)CSc2nnc(NC(=O)C3CC3)s2)s1	4	1.1
13	CC(C)CCNC(=O)C1CC(=O)N(CCC(C)C)C1 (stereo not drawn)	2	-0.8
14	Cc1cccc(-c2nc(C)c(CCNC(=O)c3ccco3)s2)c1	-47	-0.9
15	Cc1ccc2oc(-c3ccc(Cl)c(NC(=O)c4cccc(OC(C)C)c4)c3)nc2c1	-1	-0.4
16	O=C(NCCC1=CCCCC1)C1CCN(C(=O)NCc2ccccc2)CC1	-7	0.2

No.	MITF inh	FBW7 act
9	-3	0.1
10	-9	0.8
11	8	0.2
12	1	0.0
13	1	-0.1
14	14	0.1
15	12	0.0
16	-2	-0.3

More records:
No.	SMILES	TEAD-YAP block	GPR151 ag
17	COc1cccc(C(=O)Nc2ccc(C(F)(F)F)oc2=O)c1	-1	-2.5
18	Cc1cc(NCc2ccccc2)nc(Nc2cccnc2)n1	-11	0.1
19	COc1ccc(CCNc2nc(-c3cccc(N)c3)nc3c2ncn3Cc2ccc(C(F)(F)F)cc2)cc1	5	0.2
20	O=C(CSc1ccc2nnc(-c3ccncc3)n2n1)Nc1ccc2c(c1)OCCO2	8	-0.4
21	CC(C)OC(=O)c1cccc(C(=O)OC(C)C)n1	14	0.8
22	O=C(COC(=O)c1ccc2c(c1)C(=O)N(c1cccc(Cl)c1)C2=O)c1ccc([N+](=O)[O-])cc1	3	-0.1
23	CCN1CCN(C(=O)C2CCN(c3nc4c(C)cc(C)cc4s3)CC2)CC1	4	-0.7
24	CC1Cc2ccccc2N1S(=O)(=O)c1ccc2c(c1)CCN2C(=O)CCCC(=O)O (stereo not drawn)	-1	3.1

No.	MITF inh	FBW7 act
17	8	0.2
18	-7	0.1
19	7	0.0
20	-3	0.0
21	0	0.0
22	1	0.5
23	15	0.3
24	12	-0.1

(next part)
No.	SMILES	TEAD-YAP block	GPR151 ag
25	O=C(c1cc2nc(-c3ccc(Br)cc3)cc(C(F)(F)F)n2n1)N1CCCC1	2	-1.1
26	COc1ccc(-c2cncc(C(=O)NCc3cccnc3)c2)cn1	-1	1.8
27	Cc1cc(=O)n(C)c(=O)n1CCCCCN1CCCC1	6	1.4
28	COC(CNc1cc(-c2cccnc2)nc(-c2ccncc2)n1)OC	11	3.2
29	O=C1C2C3C=CC(C3)C2C(=O)N1/N=C/c1ccccc1OCc1ccccc1Cl (stereo not drawn)	11	0.0
30	CCN(CC)C(=O)CSc1ncnc2c(-c3cccs3)nsc12	3	1.5
31	COc1ccc2c(c1)NC1(CCN(C(=O)c3c(C)noc3C)CC1)c1cccn1-2	-4	-0.8
32	CCOc1ccc(-n2c(SCC(=O)NCCC3=CCCCC3)nc3n[nH]c(C)c3c2=N)cc1	-3	-1.3

No.	MITF inh	FBW7 act
25	20	0.1
26	5	0.6
27	35	1.5
28	10	0.4
29	-9	0.1
30	-12	0.4
31	2	-0.1
32	2	0.0

Next entries:
No.	SMILES	TEAD-YAP block	GPR151 ag
33	COc1ccccc1NC(=O)C1=C(C)NC(=O)NC1c1cccc([N+](=O)[O-])c1 (stereo not drawn)	-9	0.1
34	O=C(c1ccccc1F)N1CCCC(c2nnc(Cc3ccc(F)cc3)o2)C1 (stereo not drawn)	1	1.0
35	CC1=C(C#N)C(c2ccccc2Br)C2=C(CC(c3ccc(Cl)cc3)CC2=O)N1 (stereo not drawn)	18	-0.5
36	CCOc1ccccc1NCN1C(=O)c2ccccc2C1=O	5	0.9
37	O=C1CC(c2ccc(C(F)(F)F)cc2)c2ccc3ccccc3c2N1 (stereo not drawn)	7	-0.9
38	COCc1cc(C)nc(Cl)c1C#N	-12	-1.0
39	O=C(O)CC(NS(=O)(=O)c1cccc2nsnc12)c1ccc(F)cc1 (stereo not drawn)	7	1.3
40	Cc1ccc(OCc2cc(C(=O)N3CCCC(CN4CCOCC4)C3)no2)cn1 (stereo not drawn)	11	0.1

No.	MITF inh	FBW7 act
33	-9	0.0
34	14	0.7
35	6	0.1
36	11	-0.1
37	-8	0.1
38	-11	0.0
39	14	0.0
40	-3	0.0

Additional compounds
No.	SMILES	TEAD-YAP block	GPR151 ag
41	N#Cc1ccc(C(=O)CSc2n[nH]c(N)n2)cc1	4	-0.4
42	COc1ccc(CN(C(=O)c2ccc(C(C)(C)C)cc2)C2CCS(=O)(=O)C2)cc1 (stereo not drawn)	-19	0.3
43	O=C(C[n+]1ccccc1)c1ccc(NC(=O)c2ccccc2)cc1	-7	-3.7
44	Cc1ccc(/C=C/C(=O)c2c(-c3ccccc3)c3cc(Br)ccc3[nH]c2=O)o1	11&-1	-0.9&0.4
45	CC(C)n1c(-c2ccc(C(N)=O)cc2)nc2c(NCCO)ncnc21	-8	1.5
46	COC1CCC(C(=O)n2nc(N)c3c(C(F)(F)F)cc(C)nc32)CC1 (stereo not drawn)	-10	-1.2
47	CC(=O)c1ncnn1CC(=O)c1ccccc1	2	-0.2
48	Cc1ccccc1CN1CCN(S(=O)(=O)c2cccc([N+](=O)[O-])c2)CC1	3	-0.6

No.	MITF inh	FBW7 act
41	1	0.0
42	2	0.1
43	-16	0.2
44	20&8	-0.1&-0.1
45	-6	0.1
46	-8	0.3
47	-8	-0.4
48	10	-0.1

Other structures follow:
No.	SMILES	TEAD-YAP block	GPR151 ag
49	CCN1C/C(=C/c2cccs2)c2nc3ccccc3c(C(=O)O)c2C1	-10	0.2
50	O=C1CCCCC1Oc1ccc2c(c1)oc(=O)c1ccccc12 (stereo not drawn)	-30	-0.3
51	Cc1ccc(NC2=NCC(=O)N2Cc2cccs2)cc1C	-4	0.2
52	CCn1ccnc1C(O)c1cc(OC)c(OC)c(OC)c1 (stereo not drawn)	-8	1.3
53	O=C(O)CCCCN1C(=O)c2ccccc2C1=O	6	-0.8
54	CC1=C(C(=O)OC(C)C)C(c2cn(-c3ccccc3)nc2-c2ccc(S(=O)(=O)N(C)C)cc2)NC(=O)N1 (stereo not drawn)	-16	0.8
55	COc1ccc(C2=NS(=O)(=O)N(C)C(C(=O)Nc3cc(C)on3)=C2)cc1OC	5	-1.5
56	O=c1c(=O)n(Cc2ccccc2F)ccn1CCc1ccccc1	-1	-0.6

No.	MITF inh	FBW7 act
49	-3	0.1
50	-2	-0.1
51	-11	-0.2
52	-15	0.0
53	1	0.1
54	23	0.3
55	14	0.4
56	-11	0.1

Next results:
No.	SMILES	TEAD-YAP block	GPR151 ag
57	O=C(Nc1ccc(Cl)c(Cl)c1)c1ccc(F)c(S(=O)(=O)N2CCC3(CC2)OCCO3)c1	4	0.2
58	Cc1nc2sc3c(c2c(=O)n1CC(=O)Nc1ccc(F)cc1F)CCCC3	9	-0.3
59	O=C(CCNc1c(N2CCCC2)c(=O)c1=O)NCc1ccccc1Cl	5	-0.1
60	c1cncc(-c2cnn3c(NCc4cccs4)ccnc23)c1	-10	-0.3
61	CN(C(=O)c1ccccn1)C(Cc1ccccc1)C1CCN(C(=O)Cc2ccn(C)c2)CC1 (stereo not drawn)	1	0.3
62	O=C(Nc1cc(Cl)cc(Cl)c1)c1ccc(F)c(S(=O)(=O)N2CCN(c3ccccc3)CC2)c1	0	-1.2
63	CCCCOc1ccc(C2Oc3ccccc3C3CC(c4ccc(OC)cc4)=NN32)cc1 (stereo not drawn)	-53	-0.6
64	Cc1cc(S(=O)(=O)NC2CCCCC2)ccc1OCC(=O)NCc1cccnc1	13	0.6

No.	MITF inh	FBW7 act
57	4	0.0
58	4	-0.1
59	4	-0.1
60	-24	-0.3
61	6	0.2
62	2	0.0
63	-3	-0.1
64	5	0.2

Next structures
No.	SMILES	TEAD-YAP block	GPR151 ag
65	CCOc1cc2[nH]c(=S)n(Cc3ccco3)c(=O)c2cc1OCC	-17	-0.7
66	COc1ccc(CCNC(=O)CN(c2cccc(C)c2)S(C)(=O)=O)cc1	6	0.6
67	CC(=O)NCCNC(=O)c1oc(=O)c2ccccc2c1-c1ccc(C)cc1	9	1.1
68	N#Cc1c(C#N)c(-c2cccc([N+](=O)[O-])c2)n(-c2ccccc2)c1N	-31	-0.8
69	CC1=CC(c2ccccc2)n2nc(N3C(=O)CCC3=O)nc2N1 (stereo not drawn)	-5	-0.9
70	COc1cccc(OCCOc2ccc(/C=C3/C(=O)N(c4ccccc4)N=C3C)cc2OC)c1	11	1.0
71	CCOC(=O)C1=C(C)N=c2s/c(=C\c3ccc(N(C)C)cc3)c(=O)n2C1c1ccccc1OC (stereo not drawn)	-11	-1.4
72	Cc1ccc(CCNC(=O)CN2C(=O)CC(C)(C)Sc3ccccc32)cc1	0	0.2

No.	MITF inh	FBW7 act
65	1	-0.1
66	-9	-0.1
67	6	0.0
68	-3	0.0
69	-2	0.9
70	5	-0.6
71	-6	-0.1
72	-3	0.0

New compounds follow:
No.	SMILES	TEAD-YAP block	GPR151 ag
73	Cc1c(C(=O)OC(C)C)sc(NC(=O)c2ccc(Cl)c([N+](=O)[O-])c2)c1C(N)=O	3	-0.3
74	O=C(O/N=C(/c1ccc(Br)cc1)N1CCOCC1)c1ccccc1	3	-0.1
75	CSCC(=O)N1CCc2c(cnc(C)c2CNC(=O)c2ccc3c(c2)OCO3)C1	-11	0.6
76	COc1ccccc1CNC(=O)CN1CCC2(CC1)NC(=O)c1ccccc1O2	-2	-0.4
77	Cn1c(=O)[nH]c(=O)c2c1nc(NN)n2CCNc1ccccc1	11	0.7
78	Cc1ccc(S(=O)(=O)N2CC=C(c3ccccc3)CC2)cc1F	-2	1.0
79	O=C(CCNS(=O)(=O)c1ccc(F)cc1)NCCN1CCOCC1	8	-1.0
80	O=C(CC1(O)C(=S)Nc2ccccc21)c1ccc(Br)cc1 (stereo not drawn)	10	2.7

No.	MITF inh	FBW7 act
73	6	0.0
74	15	0.2
75	10	-0.1
76	19	0.1
77	4	-0.3
78	2	-0.1
79	5	0.0
80	3	0.1

Part of the list above, with two lines to a compound.
Sequence of screens: TEAD-YAP block | GPR151 ag | MITF inh | FBW7 act
(15) Cc1ccc2oc(-c3ccc(Cl)c(NC(=O)c4cccc(OC(C)C)c4)c3)nc2c1
  -1 | -0.4 | 12 | 0.0
(16) O=C(NCCC1=CCCCC1)C1CCN(C(=O)NCc2ccccc2)CC1
  -7 | 0.2 | -2 | -0.3
(17) COc1cccc(C(=O)Nc2ccc(C(F)(F)F)oc2=O)c1
  -1 | -2.5 | 8 | 0.2
(18) Cc1cc(NCc2ccccc2)nc(Nc2cccnc2)n1
  -11 | 0.1 | -7 | 0.1

The list continues:
No.	SMILES	TEAD-YAP block	GPR151 ag
81	CC1CCc2sc3ncnc(N4CCN(CCc5ccccc5)CC4)c3c2C1 (stereo not drawn)	5	-1.1
82	O=C(Nc1sc2c(c1C(=O)O)CCC2)c1cccnc1	-4	-0.8
83	COC(=O)c1cnc(Nc2cc(Cl)c(OC)cc2OC)c2ccccc12	3	0.5
84	Fc1ccc(CN2CCc3nnc(CCc4ccccc4)n3CC2)cc1	13	-0.4
85	N[C@@H](C(=O)O)[C@@H](O)[C@H](O)[C@H](O)CO	-10	4.6
86	Cn1c(SCC(=O)NCc2ccccc2)nc2c(c1=O)SCC2	-3	-1.0
87	CC(C)N1CCC2(CCC(CNC(=O)CCc3c[nH]c4ccccc34)O2)CC1 (stereo not drawn)	10	0.8
88	CC(=O)N(C1=NCCS1)c1ccccc1	5	0.2
89	Cc1cc(C)c2c(n1)nn1c(C)c(CCC(=O)Nc3ccc(F)cc3)c(C)nc21	5	0.4
90	O=C(CSCc1cccc(F)c1)NC1CCCCC1	-71	-2.7

No.	MITF inh	FBW7 act
81	-2	-0.2
82	12	0.1
83	7	-0.3
84	3	-0.1
85	2	-0.1
86	14	0.7
87	8	-0.1
88	9	0.5
89	9	-0.1
90	8	0.1
